MIN6 prolif: MIN6 beta-cell proliferation induction. MIN6 cells proliferation, ATPlite luminescence, 48 h; cells starved in 0.2% serum; 100% = growth in 10% serum. proliferation, % at 10 µM. 330,000 compounds, 0.29% hits. AID 2380;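 active = compounds whose signal lies at least 3.5 SD above the mean of all wells on their plate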;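 note: 0% = DMSO-treated cells in low-serum medium and 100% = 10% serum control; some compounds called inactive have numbers as strong as hits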
hIAP activ: increases human intestinal alkaline phosphatase activity. P09923. 330,000 compounds, 0.16% hits. AID 2524. purified human IAP, CDP-Star luminescence, 30 min; active compounds read high; 1 = vehicle-only enzyme, 0 = enzyme-free background. activation factor at 10 µM;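 active = activation factor of the enzyme at least 2-fold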; note: the source names both 10 and 20 µM as test concentration; values of inactives mirror those of a sister screen read the other way
Target sequence (P09923 whole entry, looked up): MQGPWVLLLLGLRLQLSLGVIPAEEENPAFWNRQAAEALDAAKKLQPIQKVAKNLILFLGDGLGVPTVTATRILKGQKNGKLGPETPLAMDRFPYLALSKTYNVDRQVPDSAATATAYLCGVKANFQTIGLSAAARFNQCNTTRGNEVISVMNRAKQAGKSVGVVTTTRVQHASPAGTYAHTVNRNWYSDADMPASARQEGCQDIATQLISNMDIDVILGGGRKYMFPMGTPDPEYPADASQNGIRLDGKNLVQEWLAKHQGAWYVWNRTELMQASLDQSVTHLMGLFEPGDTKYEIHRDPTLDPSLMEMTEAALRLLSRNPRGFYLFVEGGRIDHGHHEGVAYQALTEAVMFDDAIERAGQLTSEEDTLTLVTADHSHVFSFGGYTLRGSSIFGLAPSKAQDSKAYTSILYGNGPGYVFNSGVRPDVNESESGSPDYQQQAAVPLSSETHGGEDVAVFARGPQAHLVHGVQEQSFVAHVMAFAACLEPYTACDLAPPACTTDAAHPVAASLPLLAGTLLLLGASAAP
ATG4B inh: blocks human ATG4B protease cleavage of LC3 substrate. Q9Y4P1. ATG4B cleavage of LC3-PLA2, NBD-HPC fluorescence, 1 h. inhibition, % at 8.33 µM. 340,000 compounds, 0.51% hits; in the data active = inhibition above about 40%
mIAP act: mouse IAP activation. 330,000 compounds, 0.24% hits. muIAP, CDP-Star luminescence, 30 min; active compounds read high; 1 = vehicle-only enzyme signal, 0 = enzyme-free wells. AID 2805. activation factor at 10 µM;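 active = activation factor of at least 2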; note: the source names both 10 and 20 µM as test concentration; values of inactives mirror those of a sister screen read the other way
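Assay system: mouse IAP enzyme; reagent: chemiluminescent substrate CDP-Star; dosing: test compounds delivered from DMSO solution; schedule: 30 min at room temperature; measured by: luminescence from enzymatic CDP-Star hydrolysis; controls: DMSO-only wells and no-enzyme negative control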
APOBEC3G inh: APOBEC3G (human) deaminase inhibition | recombinant A3G, ssDNA deamination FAM/TAMRA fluorescence | inhibition, % at 20 µM | 330,000 compounds, 0.28% hits;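 active = inhibition of at least 40% at 20 µM, with no more than 30% in the related APOBEC3A deaminase screen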;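 note: plate controls were DMSO wells with A3G for no effect and wells lacking A3G enzyme for full effect; some compounds called inactive have numbers as strong as hits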
mIAP inh: mouse IAP inhibition. purified mouse IAP, CDP-Star luminescence, 30 min. inhibition, % at 10 µM. 330,000 compounds, 0.2% hits;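 active = inhibition of at least 40% at 10 µM in the primary screen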;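 note: plate controls were DMSO with enzyme for no effect and no enzyme wells for full effect; values of inactives mirror those of a sister screen read the other way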
MPTP block: blocks calcium-induced mitochondrial swelling; isolated mouse mitochondria, Ca2+ swelling absorbance, 30 min; inhibition, % at 10 µM; 360,000 compounds, 1.4% hits; AID 602449;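 active = inhibition of 50% or more, scaled per plate between neutral and stimulator controls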;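 note: 0% = DMSO wells given calcium and 100% = 1 mM EGTA wells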
hIAP inh: blocks human intestinal alkaline phosphatase; P09923; purified IAP, CDP-Star luminescence, 30 min; inhibition, % at 10 µM; 330,000 compounds, 0.12% hits;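 active = inhibition reaching a set limit with compound at 10 µM in the primary screen, cut at about 35% in these data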;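 note: plate controls were DMSO wells with enzyme for no effect and no-enzyme buffer wells for full effect; values of inactives mirror those of a sister screen read the other way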
APOBEC3A inh: inhibitors of human APOBEC3A DNA deaminase; P31941; recombinant A3A, FAM/TAMRA ssDNA deamination fluorescence; inhibition, % at 20 µM; 330,000 compounds, 0.41% hits; AID 493011;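 active = at least 40% inhibition at 20 µM here, with at most 30% in a related deaminase screen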;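 note: plate controls were A3A with DMSO for no effect and wells lacking A3A enzyme for full effect; some results filed as inactive read as strong as hits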
Target sequence (P31941 whole entry, looked up): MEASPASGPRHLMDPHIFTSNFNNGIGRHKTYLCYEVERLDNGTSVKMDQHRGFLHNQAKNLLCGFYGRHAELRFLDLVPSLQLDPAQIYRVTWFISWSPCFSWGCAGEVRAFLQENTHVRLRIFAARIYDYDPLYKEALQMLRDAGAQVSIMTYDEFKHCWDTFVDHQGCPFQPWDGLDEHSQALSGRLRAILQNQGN
The depositor's hits bear a star; x = no result given.

SMILES	MIN6 prolif	hIAP activ	ATG4B inh	mIAP act	APOBEC3G inh	mIAP inh	MPTP block	hIAP inh	APOBEC3A inh
CC1=NN=C(c2ccccc2)C(c2c[nH]c3ccccc23)N1O (stereo not drawn)	0	1	-8	0.94	-5	6	0.6	-4	0
CCOc1cc(C(=O)Nc2cnccn2)cc(OCC)c1OCC	-1	1	-14	0.97	-2	3	-0.7	-2	-1
CCN(CC)S(=O)(=O)c1ccc(N2CCOCC2)c(NC(=O)c2cc(Cl)c3c(c2)OCO3)c1	0	0.91	4	0.95	-3	5	0.3	9	1
COc1ccc(C[C@@H]2CN3C(=NC[C@@H]3C)N2C[C@H](C)NC(=O)c2ccc(C)c(Br)c2)cc1	-4	1	-2	1.1	13	-7	-3.0	-1	-1
COC(=O)C1CCN(C(=O)CN2C(=O)NC(CCc3ccccc3)C2=O)CC1 (stereo not drawn)	-2	0.89	-4	0.9	-5	10	-0.1	11	4
CC(C)NS(=O)(=O)c1ccc(CCC(=O)NCc2ccc3c(c2)OCO3)cc1	-1	1.3	2	1	0	-2	11	-28	0
Cc1c(C(=O)N2CC[C@@H](N3CCC(O)CC3)[C@H](O)C2)[nH]c2ccc(Cl)cc12	-1	1.4	14	0.96	-3	4	-1.6	-41	-5
O=C(NCCNc1ccc([N+](=O)[O-])cc1C(F)(F)F)c1cccc(F)c1	-4	0.79	-5	0.82	-4	18	34	21	-5
Cc1nnc(SCC(=O)N2CC(=O)Nc3ccccc32)n1Cc1ccccc1	-2	1.2	-9	0.93	-5	7	-0.4	-23	-1
O=C(CN1CCN(S(=O)(=O)c2ccccc2)CC1)Nc1ccccc1C(=O)NC1CC1	-1	0.91	-12	1	-1	0	1.1	9	2
Cc1ccc(S(=O)(=O)NCc2ccc3c(c2)cc(C)n3C)cc1	-7	0.81	-4	0.88	-1	12	0.4	18	1
COc1ccc(S(=O)(=O)N2CCOC2CNC(=O)C(=O)NCCc2ccc(OC)c(OC)c2)cc1 (stereo not drawn)	0	0.81	-10	1.1	1	-5	16	19	0

Part of the list above in order of molecular weight, smallest number first.
SMILES	MIN6 prolif	hIAP activ	ATG4B inh	mIAP act	APOBEC3G inh	mIAP inh	MPTP block	hIAP inh	APOBEC3A inh
Cc1ccc(S(=O)(=O)NCc2ccc3c(c2)cc(C)n3C)cc1	-7	0.81	-4	0.88	-1	12	0.4	18	1
CCN(CC)S(=O)(=O)c1ccc(N2CCOCC2)c(NC(=O)c2cc(Cl)c3c(c2)OCO3)c1	0	0.91	4	0.95	-3	5	0.3	9	1
COc1ccc(S(=O)(=O)N2CCOC2CNC(=O)C(=O)NCCc2ccc(OC)c(OC)c2)cc1 (stereo not drawn)	0	0.81	-10	1.1	1	-5	16	19	0

(cont.)
SMILES	MIN6 prolif	hIAP activ	ATG4B inh	mIAP act	APOBEC3G inh	mIAP inh	MPTP block	hIAP inh	APOBEC3A inh
CC(NC(=O)CN1C(=O)NC2(CCc3ccccc32)C1=O)c1ccccc1 (stereo not drawn)	-2	0.84	-2	1	-7	-4	-1.5	16	-4
Cc1ccc(C(C)NC(=O)c2ccncc2)c(C)c1 (stereo not drawn)	-1	1.3	6	0.95	-6	5	0.5	-30	-5
O=c1oc2ccccc2cc1C1=Nn2c(nnc2-c2cccnc2)SC1	0	0.81	-13	0.76	9	24	0.1	19	0
CC1(c2nnc(-c3cccc(Cl)c3)o2)CC(c2ccccc2)=NO1 (stereo not drawn)	-2	0.8	9	1	2	-3	-0.4	20	0
Cc1c(Cc2ccccc2)sc(NC(=O)C(C)(C)C)c1C(N)=O	-3	1.1	-4	0.85	-1	15	0.5	-7	7
COc1ccc(NC(=O)c2oc3ccccc3c2NC(=O)c2ccco2)cc1	-4	1.1	-12	1	-3	-3	1.3	-13	-6
Cc1cc(NC(=O)COC(=O)C2CC(=O)N(c3ccc(C)c(Cl)c3)C2)no1 (stereo not drawn)	-1	0.91	0	1	-14	-3	-0.1	9	-1
O=C(NCCO)/C(=C\c1ccco1)NC(=O)c1cccs1	-4	1	-6	0.98	-4	2	-3.1	-1	-1
COc1ccc(Nc2nc(-c3cccc([N+](=O)[O-])c3)nc3ccccc23)c(OC)c1	0	0.93	8	0.93	-5	7	1.2	7	-1
O=C1NC(=O)C2(COC3(CCCC3)OC2)S1	1	1	8	1.1	3	-7	-1.3	-1	4
COc1cc(OC)cc(C(=O)N/N=C/c2ccc(OC)c(COc3ccc4ccccc4c3)c2)c1	-3	0.87	-18	0.99	-6	1	-2.2	13	-1
O=C(NCc1nc2ccccc2[nH]1)C1=C[C@@H](c2ccc(C(F)(F)F)cc2)C[C@@H](OCc2ccc(CO)cc2)O1	-8	1.4	-2	0.74	-7	26	0.8	-36	-2
Cn1c(=O)c2c(ncn2CC(=O)N/N=C/C=C\c2ccccc2[N+](=O)[O-])n(C)c1=O	-3	0.98	-10	1.1	-3	-8	x	2	-12
CCCC(=O)Nc1ccc(N2CCCCC2)cc1	0	1	-2	0.95	-7	5	0.0	-5	-6
O=C(CSc1n[nH]c(=O)[nH]c1=O)N/N=C/c1ccccc1	0	1.1	3	1	2	-1	-1.3	-7	10
OCC[C@@H]1C[C@H](O)[C@@H](O)[C@]2(CCc3ccccc3O2)O1	-5	0.91	-3	1.1	-5	-8	0.1	9	0
CCn1c(SCC(=O)c2ccc(Cl)s2)nnc1-c1cccs1	-2	0.97	0	0.96	-3	4	-3.1	3	-3
COc1cc(C(=O)N2CCc3ccccc32)cc(OC)c1OC	-4	1.1	-1	1.2	-5	-16	0.5	-8	-3
COc1ccc(CN(C(=O)c2ccccc2OC)C2CCS(=O)(=O)C2)cc1 (stereo not drawn)	1	1.2	-8	1	0	-1	1.4	-16	-2
O=C(Nc1cccn(Cc2c(Cl)cccc2Cl)c1=O)c1c(Cl)cccc1Cl	-5	0.96	5	0.97	-7	3	5.2	4	-3
CCCCCCCC(=O)Nc1cc(C(=O)NCc2ccc(C)cc2)ccc1N1CCC2(CC1)CC(c1cccc(Br)c1)=NO2	-5	0.95	-5	1.2	-6	-19	-0.4	5	-1
COc1ccc(N2CCCC2)c(NC(=O)COc2ccccc2)c1	-2	0.95	20	1	-2	0	-1.2	5	-2
O=C(O)CN(Cc1ccccc1)S(=O)(=O)c1ccc2c(c1)OCCO2	5	0.95	-5	1	-2	0	-0.7	5	-3
O=C(CCC(=O)c1cccs1)NNC(=O)c1ccccc1O	-2	1.8	6	0.8	-7	20	0.0	-81	-1
CN(NC(=O)COc1ccccc1)C1=NS(=O)(=O)c2ccccc21	1	0.97	2	1.1	-8	-7	-0.2	3	0
COc1ccc(CCNC(=O)c2nn(C)c3c2CS(=O)(=O)c2ccccc2-3)c(OC)c1	1	1.3	-6	0.96	-10	4	0.5	-27	-5
FC(F)Oc1ccc(/C=N/NC(=S)Nc2cc(C(F)(F)F)ccc2Cl)cc1	0	1.1	-3	0.93	-7	7	20	-10	0
Cc1cccc(-n2nc(C(=O)Nc3ccccc3)n3c(=O)cc(-c4ccccc4)nc23)c1	-4	1	11	0.95	-3	5	20	-1	-6
O=C(NC1CC2CCCC(C1)N2S(=O)(=O)c1ccccc1)c1ccccc1 (stereo not drawn)	-2	0.98	-8	1.1	3	-7	0.3	2	2
COc1ccc(C(CNS(=O)(=O)c2ccc(C)cc2)N2CCN(C)CC2)cc1 (stereo not drawn)	-2	1.1	8	1.1	5	-6	-1.2	-5	0
CCn1c(COc2cccc3cccnc23)nnc1SCC(=O)OC	-1	1	-2	0.98	-8	2	3.2	-3	-4
COc1cccc2c1C(=O)c1c(O)c3c(c(O)c1C2=O)C[C@@](O)(C(=O)CO)C[C@@H]3O[C@H]1C[C@H](N)[C@H](O)[C@H](C)O1	-8	0.9	-28	0.93	44	8	6.2	10	69
O=C(O)/C=C/c1cn(Cc2ccccc2)nc1-c1ccc(Cl)cc1	-2	0.94	-1	0.95	-3	5	-1.2	6	1
O=C(CSc1nnc(-c2ccncc2)o1)NCc1ccccc1	-1	1.1	-4	1	7	-4	0.7	-13	-1
CCOC(=O)c1ccc2c(c1)nc(-c1ccc(F)cc1)c1nccn12	0	0.9	-3	1	1	-1	2.4	10	0
C/C(=N\NC(=O)CN1CCN(c2ccc(F)cc2)CC1)c1ccco1	0	1.2	-11	1.1	1	-6	2.8	-20	-8
O=C(/C=C/c1cccc([N+](=O)[O-])c1)c1ccco1	-6	0.85	1	0.97	-6	2	-0.6	14	-3
Cc1ccc(S(=O)(=O)NCc2ccccc2)cc1C(=O)N1CC(C)CC(C)C1 (stereo not drawn)	2	1	8	0.94	-9	6	-0.3	-2	1
CCn1c(SCC(=O)Nc2ccccc2OC)nc(O)cc1=O	-2	1	7	0.96	-8	4	1.4	-5	-3
Cc1onc(-c2ccccc2)c1C(=O)Nc1ccc2c(c1)OCCO2	1	0.78	0	0.99	-2	1	-1.2	22	2
CCOc1cccc(/C=C2/NC(=O)N(CC(=O)Nc3cccc(C)c3)C2=O)c1O	-3	1	0	0.95	2	5	-0.2	0	1
CC(C)C[C@@]12C(=O)N(c3cccc(Br)c3)C(=O)N1[C@H](c1ccc(F)cc1)[C@@H]1C(=O)N(C3CCCCC3)C(=O)[C@@H]12	-5	1	-8	0.98	-12	2	-0.9	0	-2
Cc1ccc(C(=O)O)cc1N1C(=O)CCCC1=O	-2	1.1	5	0.96	-5	4	-2.0	-11	-4

By substructure: the compounds so far containing a Cl atom.
SMILES	MIN6 prolif	hIAP activ	ATG4B inh	mIAP act	APOBEC3G inh	mIAP inh	MPTP block	hIAP inh	APOBEC3A inh
CCN(CC)S(=O)(=O)c1ccc(N2CCOCC2)c(NC(=O)c2cc(Cl)c3c(c2)OCO3)c1	0	0.91	4	0.95	-3	5	0.3	9	1
Cc1c(C(=O)N2CC[C@@H](N3CCC(O)CC3)[C@H](O)C2)[nH]c2ccc(Cl)cc12	-1	1.4	14	0.96	-3	4	-1.6	-41	-5
CC1(c2nnc(-c3cccc(Cl)c3)o2)CC(c2ccccc2)=NO1 (stereo not drawn)	-2	0.8	9	1	2	-3	-0.4	20	0
Cc1cc(NC(=O)COC(=O)C2CC(=O)N(c3ccc(C)c(Cl)c3)C2)no1 (stereo not drawn)	-1	0.91	0	1	-14	-3	-0.1	9	-1
CCn1c(SCC(=O)c2ccc(Cl)s2)nnc1-c1cccs1	-2	0.97	0	0.96	-3	4	-3.1	3	-3
O=C(Nc1cccn(Cc2c(Cl)cccc2Cl)c1=O)c1c(Cl)cccc1Cl	-5	0.96	5	0.97	-7	3	5.2	4	-3
FC(F)Oc1ccc(/C=N/NC(=S)Nc2cc(C(F)(F)F)ccc2Cl)cc1	0	1.1	-3	0.93	-7	7	20	-10	0
O=C(O)/C=C/c1cn(Cc2ccccc2)nc1-c1ccc(Cl)cc1	-2	0.94	-1	0.95	-3	5	-1.2	6	1

Source: PubChem (Sanford-Burnham Center for Chemical Genomics)
